# Chronic BCR inh – inhibitors of chronic active B-cell receptor signaling; Potency, µM (highest dose often 46.1 µM), for inactives: top-dose ratio change, negative = lower green/red ratio, usual class: inhibitors; ABC-DLBCL IkBa-CBG/CBR reporter, luminescence ratio, 4 h; actives 0.05% (n = 340,000); AID 493014; active = well fitted inhibition curve with a large enough effect in the signal ratio, with a control signal flat, not every such curve was filed as active; inconclusive = small, poorly fitted or top-dose-only effect, or effect the other way, or a change in a side signal; the % refers to the signal ratio;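 note: potency is the fitted concentration of half-maximal effect; plate controls were basal doxycycline-induced cells for no effect and cells given 10 µM MG132 for full effect; MG132 reads +100%, hits lower the ratio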
#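 Compounds up to 46 uM were incubated four hours with TMD8 cells whose green CBG68 luciferase is fused to IkappaBalpha; red CBR luminescence normalised the signal, and concentration-effect curves were fitted to fusion, red and ratio data.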
# Coupling enz – coupling enzyme interference in Giardia aldolase counter-screen. coupling enzyme system counterscreen, AmpLite Red fluorescence. activity change, negative = inhibition, % at 58.2 µM, hits read low. actives 0.67% (n = 290,000). AID 2472; in the data active = activity change below about -30%; note: % is set by controls: 0 for no effect and ±100 for the full control effect
#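 Coupling enzymes only (glyceraldehyde-3-phosphate) + compound, at 57.5 uM final, 10 min RT; add substrate/coupling/AmpLite Red mix, 20 min RT; fluorescence ex 525/em 598 nm. Actives flag coupling-system interference.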
# Menin MLL FP TR – inhibitors of human menin-MLL interaction, mutant MLL peptide. AID 1768. Potency, µM (titrated, usually from 61.6 µM), for inactives: at the top dose FP activity change, negative = inhibition, actives largely listed as inhibitors. O00255. Menin + Texas Red MLL mutant peptide, fluorescence polarization. actives 0.23% (n = 270,000); active = well fitted inhibition curve with a large enough effect in the polarisation, with a control signal flat, not every such curve was filed as active; inconclusive = small, poorly fitted or top-dose-only effect, or effect the other way, or a change in a side signal; inactive = no such curve, though single readings can be large or run the other way; the % refers to the polarisation; note: potency is the fitted concentration of half-maximal effect; % of control where 0% means no effect; many of its hits are not listed in these tables
# Target sequence (O00255 whole entry, looked up): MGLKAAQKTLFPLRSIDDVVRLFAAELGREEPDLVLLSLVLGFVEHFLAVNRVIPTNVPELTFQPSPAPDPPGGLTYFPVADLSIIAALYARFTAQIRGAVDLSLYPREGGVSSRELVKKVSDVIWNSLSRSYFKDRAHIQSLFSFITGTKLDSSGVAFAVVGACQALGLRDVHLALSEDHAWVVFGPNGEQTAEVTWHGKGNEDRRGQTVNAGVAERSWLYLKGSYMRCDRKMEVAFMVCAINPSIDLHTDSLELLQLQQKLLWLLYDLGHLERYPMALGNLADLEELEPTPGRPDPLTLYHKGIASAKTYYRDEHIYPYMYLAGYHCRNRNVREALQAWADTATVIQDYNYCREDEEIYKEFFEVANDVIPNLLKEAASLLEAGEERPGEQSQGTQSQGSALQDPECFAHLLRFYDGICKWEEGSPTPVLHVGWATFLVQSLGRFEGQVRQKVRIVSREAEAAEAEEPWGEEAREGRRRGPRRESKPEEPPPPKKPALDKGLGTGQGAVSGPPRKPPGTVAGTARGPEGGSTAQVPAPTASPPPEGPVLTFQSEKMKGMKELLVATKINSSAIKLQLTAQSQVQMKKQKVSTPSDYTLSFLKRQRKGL
# Tb PFK inh – blocks T. brucei phosphofructokinase; Potency, µM (doses to about 57.5 µM), for the others: at the highest dose activity, negative = inhibition, usual class: inhibitors; actives 0.17% (n = 330,000); AID 485367; T. brucei PFK, ADP-Glo luminescence; O15648;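 note: potency is the fitted concentration of half-maximal effect; 0% = uninhibited 1x PFK enzyme wells and -100% = no-enzyme wells; nearly all actives have a fitted effect of over 60% in size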
# Target sequence (O15648 whole entry, looked up): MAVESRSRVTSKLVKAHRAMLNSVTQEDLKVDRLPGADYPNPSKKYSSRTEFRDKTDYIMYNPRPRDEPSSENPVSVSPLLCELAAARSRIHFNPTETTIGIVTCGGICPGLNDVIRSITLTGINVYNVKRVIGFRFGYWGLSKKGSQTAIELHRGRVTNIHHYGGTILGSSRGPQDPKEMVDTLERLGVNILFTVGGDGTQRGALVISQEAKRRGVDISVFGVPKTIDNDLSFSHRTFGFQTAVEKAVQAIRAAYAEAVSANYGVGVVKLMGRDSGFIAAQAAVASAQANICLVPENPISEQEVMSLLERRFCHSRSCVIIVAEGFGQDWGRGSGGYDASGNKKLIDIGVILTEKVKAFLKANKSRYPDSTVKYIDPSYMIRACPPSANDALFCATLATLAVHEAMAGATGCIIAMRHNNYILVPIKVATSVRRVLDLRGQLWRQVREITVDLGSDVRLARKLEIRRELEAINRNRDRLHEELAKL
#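 In TEA buffer at pH 8.0 with 5 mM MgCl2, enzyme (1.25 nM) converted F6P (0.5 mM) and ATP (0.1 mM) for 45 min at room temperature. ADP product was read by luciferase luminescence.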
# TSG101-PTAP inh – blocks PTAP/TSG101 interaction to inhibit HIV-1 budding; Fluorescence polarization, FITC-PTAP peptide / Tsg101 binding; Potency, µM (highest dose often 115 µM), without a hit: top-dose activity change, negative = inhibition, usual class: inhibitors; 340,000 tested, under 10 active; AID 493005; active = well fitted inhibition curve with a large enough effect in the main read-out, with a control signal flat, not every such curve was filed as active; inconclusive = small, poorly fitted or top-dose-only effect, or effect the other way, or a change in a side signal; inactive = no such curve, though single readings can be large or run the other way; note: potency is the fitted concentration of half-maximal effect; % of control where 0% means no effect
#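 Steps: Tsg101 binding domain dispensed (10 uM final), compounds pinned in DMSO, FITC-labeled PTAP-motif peptide added (50 nM final); after 20 min binding at room temperature, polarization measured.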
# B2AR arrestin – recruits beta-arrestin to the human beta2-adrenergic receptor | P07550 | actives 0.02% (n = 330,000) | Potency, µM (titrated, usually from 46.1 µM), without a hit: at the top dose activation, usual class: activators | beta-arrestin recruitment to beta2AR, cell-based reporter;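 note: potency is the fitted concentration of half-maximal effect; 0% = DMSO controls and full agonism = EC100 isoproterenol or metaproterenol; nearly all actives have a fitted effect of over 65% in size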
# Giardia killer – kills Giardia lamblia | actives 0.15% (n = 340,000) | Giardia lamblia trophozoite viability | activity change, % at 7.66 µM, hits read low; in the data active = activity change below about -80%; inconclusive = between about -30% and that limit;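 note: parasites exposed to compound for two days anaerobically before the ATP read; % is set by controls: 0 for no effect and ±100 for the full control effect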
#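 ATP-content bioluminescence gauges trophozoite survival. Cells (100/well) receive compound and incubate anaerobically for 48 hrs at 37 deg C; detection reagent follows for 15-30 min at room temperature.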
# Integrin act MD – integrin-mediated muscular dystrophy alleviation activation; alpha7betagal myoblasts, beta-gal FDG fluorescence, 48 h; Potency, µM (highest dose often 38.3 µM), without a hit: at the top dose activation, usual class: activators; actives 0.064% (n = 350,000); AID 624291;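 note: potency is the fitted concentration of half-maximal effect; 100% = response of the positive control SU9516; nearly all actives have a fitted effect of over 60% in size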
#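 Alpha7betagal+/- myoblasts (passage 13) were plated 16-24 hr, then exposed to compounds (1:260 dilution of DMSO stock) for 48 hours at 37C. After MPER lysis, β-galactosidase reporter activity was read as FDG fluorescence (ex 480/em 540) after 30 minutes.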
# GALK inh – galactokinase (human) inhibition | Purified GALK, Kinase-Glo residual ATP luminescence | Potency, µM (doses to about 57.5 µM), for inactives: at the top dose activity change, negative = inhibition, actives largely listed as inhibitors | actives 0.007% (n = 270,000); note: potency is the fitted concentration of half-maximal effect; % is set by controls: 0 for no effect and ±100 for the full control effect
#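 Quantitative HTS: GALK 5 nM, ATP 35 uM, galactose 100 uM, 1 h room temperature, then luciferase-based ATP detection.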
# ASM inhibitor – blocks human secretory acid sphingomyelinase; P17405; placental ASM, HMU-PC fluorogenic substrate, 60 min; Potency, µM (titrated, usually from 57.5 µM), for inactives: at the highest dose activity change, negative = inhibition, usual class: inhibitors; actives 0.006% (n = 340,000); AID 504937; note: potency is the fitted concentration of half-maximal effect
#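 Fluorescence read-out (Ex 386 nm, Em 447 nm) after stopping the reaction at pH 10. Enzyme: ASM from human placenta; substrate HMU-PC0, 9 uM final; 60 min, 37 °C. Compound preincubation 10 min, ambient temperature.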
# PKM2 act – activators of human pyruvate kinase M2; Potency, µM (series often up to 57.5 µM), inactives show at the top dose activation, most hits filed as activators; purified PKM2, Kinase-Glo ATP luminescence, activation; response scale: 0% is enzyme alone, no compound; actives 0.34% (n = 260,000); note: potency is the fitted concentration of half-maximal effect; % is set by controls: 0 for no effect and ±100 for the full control effect; nearly all actives have a fitted effect of over 55% in size
#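 Purified hPK-M2 (>95%) run at intermediate activity with 0.1 mM ADP and 0.5 mM PEP in 50 mM imidazole pH 7.2, KCl, MgCl2; 1 h room temperature. ATP formed read by Kinase-Glo luminescence; normalized to uninhibited and no-enzyme controls.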
# * = called active by the depositor; ? = inconclusive; . = no result given; [ ] = another dose, or the depositor's remark. Unless noted, calls come from the whole dose curve; as a rule, active = well fitted curve in the direction sought with a large enough effect; inconclusive = small, poorly fitted or top-dose-only effect, or another doubt; inactive = no such curve, though single readings can be large; an effect the other way counts as inactive or inconclusive. Only part of the results is shown; count on the stated rates, not on these rows.
SMILES,Chronic BCR inh,Coupling enz,Menin MLL FP TR,Tb PFK inh,TSG101-PTAP inh,B2AR arrestin,Giardia killer,Integrin act MD,GALK inh,ASM inhibitor,PKM2 act
COc1cccc(C(=O)N2CCC(n3nccc3NC(=O)C3CCOC3)CC2)c1 (stereo not drawn),4%,.,.,0%,-2%,0.1%,-6,-27%,0%,-3%,.
COc1nsnc1N1CCOCC1,-4%,-1,-23%,-1%,1%,-0.3%,7,?,2%,1%,-9%
Cc1nn2cc(-c3cccc(Cl)c3)cnc2c1Br,?,0,-4%,1%,-3%,0.4%,-19,-2%,0%,10%,2%
C/C(=C\C(=O)c1sccc1Cl)N(C)C,9%,-3,1%,-21%,-1%,0.4%,36[activator],0%,3%,-2%,-6%
O=C(CCC(=O)c1cccs1)Nc1ncccc1O,-5%,.,.,-16%,-2%,-0.1%,-8,25%,.,5%,.
COc1ccc(C(=O)O)cc1Nc1cc(C)nc2ncnn12,8%,1,1%,0%,1%,-0.1%,23,22%,0%,3%,-11%
CN(CCCC(=O)O)S(=O)(=O)c1ccc2c(c1)C(=O)c1cc(S(=O)(=O)N(C)CCCC(=O)O)ccc1-2,8%,6,15%,0%,0%,-1.3%,10,-14%,-2%,6%,-11%
COc1ccccc1N1CCN(Cc2nc(N)nc(Nc3ccc(C)cc3)n2)CC1,8%,0,7%,3%,-1%,-0.4%,-13,-3%,-2%,-2%,5%
CCCNC(=O)NC(=O)COc1ccc2oc3ccccc3c2c1,?,0,.,2%,-9%,0.0%,3,15%,-4%,-6%,0%
COc1ccc(/C=N/n2c(SC)nnc(C(C)(C)C)c2=O)c(OC)c1,10%,0,1%,-2%,-2%,-0.1%,16,27%,1%,3%,-10%
Cc1cc(=O)oc(C)c1C(=O)N1CCN(C(c2ccccc2)c2ccccc2)CC1,-7%,5,11%,-3%,1%,-0.2%,19,38%,5%,0%,12%
O=C(C1CC(=O)N(C2CCCCC2)C1)N1CCc2ccccc21 (stereo not drawn),1%,-3,-4%,-5%,-6%,0.0%,4,-11%,2%,-2%,-11%
COC(=O)C(C)NC(=O)CNS(=O)(=O)c1ccc(F)cc1 (stereo not drawn),0%,3,4%,1%,-1%,0.0%,-4,28%,1%,6%,4%
CCOC(=O)c1sc(=S)n(C)c1N,-1%,1,3%,0%,-3%,-0.1%,-18,1%,0%,1%,7%
O=C(CCc1ccccc1)Nc1ccc(N2CCCCC2)cc1,0%,1,-2%,3%,-5%,-0.5%,-6,-7%,2%,1%,5%
CS(=O)(=O)N1CCC(C(=O)N2CCC(Cc3ccccc3)CC2)CC1,-3%,0,-2%,15%,1%,-0.3%,-1,9%,1%,-2%,-5%
COc1ccc(CNC(=O)COC(=O)c2cncc(Br)c2)cc1,-4%,0,5%,1%,-3%,0.1%,-5,-10%,0%,-5%,1%
COC(=O)[C@@H](NC(=O)CCc1nnc(-c2ccsc2)o1)C(C)C,5%,2,2%,7%,-1%,0.0%,-14,-9%,-1%,3%,-3%
Cc1cc(NC(=O)CSc2nc3ccccc3cc2C#N)no1,22%,1,-23%,4%,7%,-0.1%,-18,12%,16%,-1%,21%
Cc1c(C(=O)N2CCCCC2)c(S(=O)(=O)NCCc2ccc(Cl)cc2)c(C)n1C,-10%,1,-10%,-2%,-3%,-0.3%,-1,12%,2%,2%,.
COc1ccc(NS(=O)(=O)c2ccc(C)c(NC(=O)C3CCCO3)c2)cc1 (stereo not drawn),-2%,.,.,0%,-10%,0.1%,-10,4%,.,1%,.
O=C(NC(=S)N1CCCC1)c1ccccc1F,?,.,.,-3%,1%,-0.4%,-1,16%,.,8%,.
CSc1cccc(NC(=O)C2C3C=CC4(O3)C2C(=O)N(CCN2CCOCC2)C4C(=O)NC2CCCCC2)c1 (stereo not drawn),2%,1,-2%,0%,-5%,0.0%,8,5%,0%,-1%,-2%
CCOc1ccc(CC(=O)NCCc2cnc[nH]2)cc1,1%,-4,2%,0%,-7%,-0.3%,-16,-23%,0%,-3%,.
Cc1cc(C)c(C(=O)/C=C/C=C/c2ccccc2)c(=O)[nH]1,?,-1,-10%,-1%,1%,-0.2%,6,-41%,1%,0%,7%
# Additional records:
SMILES,Chronic BCR inh,Coupling enz,Menin MLL FP TR,Tb PFK inh,TSG101-PTAP inh,B2AR arrestin,Giardia killer,Integrin act MD,GALK inh,ASM inhibitor,PKM2 act
O=[N+]([O-])c1ccc2c(c1)C(N1CCOCC1)/C(=C/COc1ccc(Cl)cc1Cl)O2 (stereo not drawn),9%,-4,3%,-4%,-4%,0.0%,-5,7%,-2%,-11%,-4%
Cc1cc(=O)oc(C)c1C(=O)NCCN(C)Cc1ccccc1,1%,0,?,1%,-9%,0.1%,9,-38%,1%,2%,-4%
CCOc1ccc2nc(SCC(=O)Nc3cccc(S(=O)(=O)NC4=NCCCCC4)c3)[nH]c2c1,?,-16,20%,-8%,0%,0.6%,30[activator],?,4%,1%,14%
Cc1ccc(-n2c(SCC(=O)N/N=C/c3ccccc3C(=O)O)nnc2-c2ccc(Cl)cc2)cc1,-3%,14,.,-2%,-6%,0.2%,0,-30%,-3%,-2%,-1%
Cc1ccc(C(=O)Sc2cccccc2=O)cc1,?,0,.,-17%,0%,0.1%,-6,-72%[inhibitor],.,-4%,.
O=S(=O)(Nc1cccnc1)c1cc(Cl)ccc1Cl,0%,-1,-1%,-2%,-6%,-0.3%,-8,-2%,4%,-2%,1%
Cc1nn(C)cc1S(=O)(=O)N1CCCCC1C (stereo not drawn),6%,.,.,1%,-5%,-0.6%,-25,-3%,-1%,1%,1%
O=S(=O)(c1ccc(F)cc1)c1snnc1-c1ccccc1,?,-30*,39%[activator],0%,-3%,0.1%,-2,-68%[inhibitor],-6%,-1%,15%
COC(=O)Cn1cnc2c(nnn2-c2ccc(OC)cc2)c1=O,-1%,0,-11%,-4%,4%,2.4%,-3,-2%,1%,-1%,.
CSc1nc(N)n(-c2cc(C(F)(F)F)ccn2)n1,?,0,.,1%,-4%,0.4%,10,7%,-3%,-2%,1%
CC(=O)N1c2ccc(S(=O)(=O)N(C)CC(=O)Nc3ccccc3C)cc2CC1C (stereo not drawn),-1%,.,.,-15%,-4%,-0.6%,33[activator],?,7%,0%,.
O=[N+]([O-])c1ccc(S(=O)(=O)Nc2ncccn2)cc1,4%,3,-2%,-22%,-2%,-0.4%,-11,?,3%,2%,.
c1ccc(SCc2cn3cccnc3n2)nc1,-3%,1,-2%,-8%,0%,-0.2%,1,-13%,-3%,23%,-46%
CC(=O)Nc1ccc(S(=O)(=O)NCC2CCC(C(=O)NCCCN(C)Cc3ccccc3)CC2)cc1 (stereo not drawn),1%,3,2%,2%,-3%,-0.6%,-21,-13%,-2%,1%,.
CCOC(=O)c1cnn(-c2ncnc3c2cnn3C)c1N,9%,-1,.,-5%,-4%,-0.5%,6,-1%,.,0%,-4%

# 7 neighbouring entries from above, quoted:
SMILES,Chronic BCR inh,Coupling enz,Menin MLL FP TR,Tb PFK inh,TSG101-PTAP inh,B2AR arrestin,Giardia killer,Integrin act MD,GALK inh,ASM inhibitor,PKM2 act
CN(CCCC(=O)O)S(=O)(=O)c1ccc2c(c1)C(=O)c1cc(S(=O)(=O)N(C)CCCC(=O)O)ccc1-2,8%,6,15%,0%,0%,-1.3%,10,-14%,-2%,6%,-11%
COc1ccccc1N1CCN(Cc2nc(N)nc(Nc3ccc(C)cc3)n2)CC1,8%,0,7%,3%,-1%,-0.4%,-13,-3%,-2%,-2%,5%
CCCNC(=O)NC(=O)COc1ccc2oc3ccccc3c2c1,?,0,.,2%,-9%,0.0%,3,15%,-4%,-6%,0%
COc1ccc(/C=N/n2c(SC)nnc(C(C)(C)C)c2=O)c(OC)c1,10%,0,1%,-2%,-2%,-0.1%,16,27%,1%,3%,-10%
Cc1cc(=O)oc(C)c1C(=O)N1CCN(C(c2ccccc2)c2ccccc2)CC1,-7%,5,11%,-3%,1%,-0.2%,19,38%,5%,0%,12%
O=C(C1CC(=O)N(C2CCCCC2)C1)N1CCc2ccccc21 (stereo not drawn),1%,-3,-4%,-5%,-6%,0.0%,4,-11%,2%,-2%,-11%
COC(=O)C(C)NC(=O)CNS(=O)(=O)c1ccc(F)cc1 (stereo not drawn),0%,3,4%,1%,-1%,0.0%,-4,28%,1%,6%,4%
